Hsp70 act = transcriptional activators of Hsp70. HeLa Hsp70 promoter luciferase reporter, luminescence; scaled: vehicle 0, proteasome-inhibitor control 100%. activation, % at 10 µM. 0.04% of 200,000 active;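 active means activation above the mean across all tested compounds plus 3 SD, cutoff set per campaign, cut at about 5.5% in these data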;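 further: 100% = MG132 at 30 µM as the positive control and 0% = DMSO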
RAM inhibit = yeast RAM network inhibition; 1.8% of 190,000 active; inhibition, % at 50 µM; S. cerevisiae dse1pr::URA3 reporter, 5-FOA growth OD615, 2 d; analog-sensitive cbk1-as2 kinase mutant strain;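 active means inhibition above a set limit, 3 SD over mean compound inhibition, cut at about 8.4% in these data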;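 further: 0% = DMSO-only wells with no growth and 100% = 10 µM 1-NA-PP1 full growth; inhibition rescues growth on 5-FOA so higher OD means more RAM inhibition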
FLuc inhib CS = Photinus pyralis luciferase inhibition counter-screen. P08659. ATPLite firefly luciferase biochemical luminescence, 10 min. inhibition, % at 10 µM. 1.5% of 200,000 active. AID 1006;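 active means inhibition above about 50% when tested at 10 µM, limit read from the data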
Target sequence (P08659 whole entry, looked up): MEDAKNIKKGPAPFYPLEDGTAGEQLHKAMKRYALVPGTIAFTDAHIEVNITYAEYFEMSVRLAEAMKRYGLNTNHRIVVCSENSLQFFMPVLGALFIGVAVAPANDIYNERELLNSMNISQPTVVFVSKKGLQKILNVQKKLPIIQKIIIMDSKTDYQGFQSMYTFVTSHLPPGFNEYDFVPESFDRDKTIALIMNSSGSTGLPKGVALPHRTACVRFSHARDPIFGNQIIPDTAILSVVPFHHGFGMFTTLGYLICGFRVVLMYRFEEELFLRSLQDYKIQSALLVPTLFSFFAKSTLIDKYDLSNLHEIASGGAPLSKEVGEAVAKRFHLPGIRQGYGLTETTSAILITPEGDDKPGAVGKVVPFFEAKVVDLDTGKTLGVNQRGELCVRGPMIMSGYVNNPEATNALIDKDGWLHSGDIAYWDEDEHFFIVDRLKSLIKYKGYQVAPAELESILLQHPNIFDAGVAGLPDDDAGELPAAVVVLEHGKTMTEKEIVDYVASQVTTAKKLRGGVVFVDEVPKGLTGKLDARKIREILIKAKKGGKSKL
APP 5'UTR act = APP 5'UTR luciferase reporter activation | SH-SY5Y APP 5'UTR luciferase reporter, luminescence; zero percent = DMSO vehicle wells | AID 1276 | 1% of 190,000 active | activation, % at 2 µM;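 active means activation above a set limit, based on mean plus 3 SD of controls, cut at about 140% in these data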; further: values of inactives mirror those of a sister screen read the other way
NF-kB neuron act = NF-kB expression increase, human neuronal cells. AID 1239. 1.6% of 190,000 active. fold change at 12.5 µM. NF-kB reporter expression; active compounds read high; in the data active means fold change above about 3.3
STAT1 blocker = STAT1 signaling inhibition; inhibition, % at 5.5 µM; NIH 3T3 STAT1-luciferase reporter, IFN-gamma, luminescence; 0.35% of 200,000 active;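 active means inhibition above a set limit, the mean inhibition across all tested compounds plus 3 SD, cut at about 34% in these data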;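 further: 0% = IFN-gamma with DMSO and 100% = IFN-gamma with 300 µM nifuroxazide; values of inactives mirror those of a sister screen read the other way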
APP transl inh = APP translation inhibition. SH-SY5Y APP 5'UTR-luciferase reporter, luminescence. inhibition, % at 2 µM. 0.82% of 190,000 active. AID 1285;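 active means inhibition above a set limit, derived from the sample mean plus 3 SD, cut at about 45% in these data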; further: values of inactives mirror those of a sister screen read the other way
STAT3 blocker = inhibitors of IL-6 induced STAT3 signaling; 0.89% of 190,000 active; AID 862; U3A cells, IL-6 STAT3-luciferase reporter, luminescence; host cell line lacks STAT1; inhibition, % at 5.5 µM;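 active means inhibition above the mean inhibition across all screened compounds plus 3 SD, cut at about 44% in these data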;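 further: 0% = DMSO only wells and 100% = 100 µM nifuroxazide control wells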
STAT3 activator = STAT3 signaling activation. U3A cells, IL-6 STAT3-luciferase reporter, luminescence; 100% = signal with IL-6 EC80 alone. activation (% of control), % at 5.6 µM. 0.91% of 190,000 active. AID 871;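 active means activation above the screen-wide mean of compound activation plus 3 SD, cut at about 130% in these data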;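 further: 0% = background luminescence of wells with medium and substrate only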
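Material: STAT3-luciferase reporter U3A cells; Probe or stimulus: IL-6 (33 ng/mL); Incubation: compound pre-incubation 1 h before IL-6, then 6 h stimulation at 37 °C; Technique: luminescence from STAT3-driven luciferase reporter; Evaluation: % activation versus median of IL-6-stimulated wells; Controls: IL-6-only high control.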
STAT1 act = increases IFN-gamma driven STAT1 reporter signal | NIH 3T3 STAT1-luciferase reporter, luminescence; 100% = IFN-gamma alone, no compound | AID 932 | 2.6% of 200,000 active | activation (% of control), % at 5.5 µM;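 active means activation above the screen-wide mean activation plus 3 SD, cut at about 130% in these data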;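 further: raw ratio to IFN-gamma control signal so 100% means no change and 0% no light; values of inactives mirror those of a sister screen read the other way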
* = called active by the depositor; . = no result given. Only part of the results is shown (hit frequency here may not be typical).

SMILES	Hsp70 act	RAM inhibit	FLuc inhib CS	APP 5'UTR act	NF-kB neuron act	STAT1 blocker	APP transl inh	STAT3 blocker	STAT3 activator	STAT1 act
COc1ccc(N2CC2c2ccncc2)cc1 (stereo not drawn)	0.0	0.9	0	1	0.89	-10	-1	-1	105	106
COc1cc(/C=C(/C)[N+](=O)[O-])ccc1OCc1ccccc1Cl	0.5	1.9	8	-42	0.3	-20	42	-12	115	118
O=C(NC1CN2CCC1CC2)c1ccc(-c2ccc([N+](=O)[O-])cc2)o1 (stereo not drawn)	-0.2	1.1	0	-17	1.1	-6	17	6	94	106
CCOC(=O)/C(CCCN(CC)CC)=N\O	-0.4	1.7	-4	0	1.2	-8	0	4	102	107
CCSc1nnc([C@@H](N)Cc2ccccc2)o1	-0.2	2.0	1	-2	1.7	-3	2	3	99	102
CC1CCCN(C(=O)CCl)C1 (stereo not drawn)	-0.3	0.8	-3	-4	1.9	-3	4	4	99	103
N#CSCC(=O)N1c2ccccc2CCc2ccccc21	-0.2	1.0	-7	-19	1.1	5	19	-1	101	96
Cc1cc2c(C(F)(F)F)cc(=O)oc2c2c1NCCC2	-0.5	6.0	-9	-10	1	-3	10	24	82	103
O=C(COc1ccc2ccccc2c1)N1CCN(Cc2c[nH]c3ccccc23)CC1	0.4	3.3	-6	22	1.4	-6	-22	-9	112	106
c1ccc2c3c([nH]c2c1)CNCC3	-0.2	1.9	-2	-8	1.7	7	8	-4	106	93
CC1CN(O)C2CCc3c(no[n+]3[O-])C12O (stereo not drawn)	-0.2	1.9	-6	8	1.4	-2	-8	-2	102	102
COc1ccc2c(CN3CC=C(c4ccccc4)CC3)cc(=O)oc2c1	-0.4	0.6	-3	0	1.3	0	0	-9	109	99

Filtered by structure: the compounds so far containing an NH in an aromatic ring (2)
SMILES	Hsp70 act	RAM inhibit	FLuc inhib CS	APP 5'UTR act	NF-kB neuron act	STAT1 blocker	APP transl inh	STAT3 blocker	STAT3 activator	STAT1 act
O=C(COc1ccc2ccccc2c1)N1CCN(Cc2c[nH]c3ccccc23)CC1	0.4	3.3	-6	22	1.4	-6	-22	-9	112	106
c1ccc2c3c([nH]c2c1)CNCC3	-0.2	1.9	-2	-8	1.7	7	8	-4	106	93

Later entries:
SMILES	Hsp70 act	RAM inhibit	FLuc inhib CS	APP 5'UTR act	NF-kB neuron act	STAT1 blocker	APP transl inh	STAT3 blocker	STAT3 activator	STAT1 act
O=C1C2CCN(CC2)[C@@H]1Cc1ccc2ccccc2c1O	0.0	1.4	7	99	1.3	-9	-99	-13	114	102
Cc1ccc(/C=C2\C(=O)NC(=S)N(c3ccc(F)cc3)C2=O)s1	-0.4	4.0	-1	111	1.3	-21	-111	-4	115	119
CC1SC2(CN3CCC2CC3)NC1=O (stereo not drawn)	-0.1	-0.1	2	14	1	-2	-14	8	99	102
O=c1[nH]c(=S)n(-c2ccc(Br)cc2)c(O)c1C=Nc1ccc(N2CCOCC2)cc1	-0.5	7.3	-3	-10	1.2	-7	10	9	91	106
CC1CN(C)C(C)(C)CC1(O)c1ccccc1 (stereo not drawn)	-0.2	0.5	2	.	1.4	3	.	-1	107	97
Cn1c2ccccc2c2cnn(CC(=O)N3CCC4(CC3)OCCO4)c(=O)c21	-0.1	0.6	-2	-7	1.2	0	7	-9	105	100
COc1ccc2cc(C(=O)C3CCCN(C4CCOCC4)C3)ccc2c1 (stereo not drawn)	-0.4	1.0	-7	-5	1.4	5	5	7	98	94
O=C1CC(c2ccccc2)CC(O)=C1C=NCCN1CCN(C(=O)Cc2ccccc2)CC1 (stereo not drawn)	-0.4	0.0	-4	8	0.97	4	-8	8	100	97
CC(=O)Nc1ccc(OC(=O)N(C)C)cc1	0.2	-0.8	-1	-4	1.4	-8	4	11	94	107
CC(=C1C(=O)c2ccccc2C1=O)N1CCN(CCN=Cc2c(O)n(C)c(=O)n(C)c2=O)CC1	-0.5	-1.6	0	-2	1.2	4	2	2	99	96
CCCN1CCC2(CC1)NC(CO)(CO)CO2	0.2	0.1	-4	4	1.1	10	-4	16	91	91
Cc1cc(C)cc(NC2=NCCCS2)c1	-0.4	-0.2	-2	0	0.99	-1	0	-5	105	102
Nc1ccc(S(=O)(=O)N2CCCCC2c2cccnc2)cc1 (stereo not drawn)	0.2	1.6	-4	2	0.95	6	-2	11	98	94
Cc1nn(Cc2ccccc2Cl)c(Cl)c1C(=O)O	-0.1	-0.8	-4	-8	0.91	-7	8	9	98	105
O=C(c1cc(F)ccc1F)C1CCCN(CCCc2ccccc2)C1 (stereo not drawn)	-0.1	0.9	-1	29	0.85	-5	-29	-3	108	103
Cc1ccc(N2C(=O)NC(=O)/C(=C\C=C\c3ccco3)C2=O)cc1C	-0.2	3.6	-6	-47	0.9	0	47*	-13	109	100
Cc1ccc(-n2nc(C)c(C3C(C#N)=C(N)Oc4c3c(=O)oc3ccccc43)c2Cl)cc1 (stereo not drawn)	0.0	6.6	0	-6	0.98	9	6	-8	117	99
CC(N)Cc1ccccc1Sc1ccc(O)cc1 (stereo not drawn)	-0.4	1.6	-6	1	1.4	9	-1	15	94	92
CCOc1ccc(-c2cc(C)[n+](CCO)c(-c3ccc(OCC)cc3)c2)cc1	-0.3	1.4	2	5	0.84	10	-5	19	89	89
O=C1CCN(C(=O)CCCn2c(=O)oc3ccccc32)CC1	0.3	0.5	-4	-1	1.1	-7	1	2	100	104
COC(=O)C(O)(c1ccc(NC(=S)NC(=O)c2ccc(Cl)cc2Cl)cc1)C(F)(F)F (stereo not drawn)	-0.2	3.0	-8	15	1.4	-2	-15	-6	105	102
CCOC(=O)c1c(C)n(CC(O)CN2CCOCC2)c2cc(Br)c(OC)cc12 (stereo not drawn)	-0.2	1.3	2	13	0.48	2	-13	12	99	96
CCC(NC(=O)OC(C)(C)C)C(=O)Oc1cc(C)cc2oc(=O)c3c(c12)CCC3 (stereo not drawn)	-0.3	2.0	-6	4	0.99	-5	-4	16	90	105
N#Cc1ccc(NC(=O)CN2CCCC2)cc1Cl	-0.4	2.3	-4	-5	0.99	-6	5	-11	110	105
CC(C)(C)c1ccc(S(=O)(=O)N2CC3CC(C2)c2cccc(=O)n2C3)cc1 (stereo not drawn)	-0.1	-0.7	-9	7	0.98	-2	-7	-5	107	102
O=C1NC(=O)N(Cc2ccco2)C(=O)/C1=C/c1ccc(-c2cccc([N+](=O)[O-])c2)o1	-0.4	4.6	1	-8	1.3	0	8	4	98	100
Cc1cccc(-c2nc3ccccc3c(=O)n2-n2cccc2)c1	-0.5	0.6	-7	4	1.1	-2	-4	8	99	102
O=C1Nc2ccccc2/C1=C/c1cnc[nH]1	0.7	0.0	3	1	0.6	-19	-1	57*	58	117
Cc1ccc(NC(=O)CSc2nnc([C@@H](N)Cc3c[nH]c4ccccc34)o2)c(C)c1	-0.1	0.4	-5	16	0.78	-1	-16	4	102	101
OC1/C(=C/c2ccc(F)cc2)N2CCC1CC2 (stereo not drawn)	-0.1	0.4	-9	3	1.1	-4	-3	8	97	103
OC(c1ccccc1)(c1ccccc1)c1ccncc1	4.2	1.0	-4	4	1	11	-4	11	93	90
Cc1cccc(-n2c(-c3ccco3)nc3ccccc3c2=O)c1C	-0.2	1.2	-2	3	0.73	14	-3	8	97	86
CC(O)(CS(=O)(=O)c1cccc(C(F)(F)F)c1)C(=O)Nc1ccc(C(F)(F)F)cc1 (stereo not drawn)	-0.3	1.0	-7	9	1	-6	-9	-2	107	106
Cc1ccc(C)c(OCC(=O)N2CCCN(C)CC2)c1	-0.4	0.8	-13	9	0.94	-2	-9	-1	99	104
CN1CCN(Cc2nnc3n2-c2ccc(Cl)cc2C(c2ccccc2)=NC3)CC1	-0.2	0.4	-4	-2	1.2	15	2	1	101	86
O=C(Cn1nc(-c2ccc(Cl)cc2)ccc1=O)N1CCC2(CC1)OCCO2	-0.2	0.4	-4	16	1.2	-9	-16	7	104	107
CCCC(C)n1[nH]c(=O)c2c1NC(=O)CSC2c1ccc(OC)cc1 (stereo not drawn)	0.6	3.2	-9	-2	1.1	1	2	0	104	99
CCN1CCN(C(c2cccs2)C(C)NC(=O)Oc2ccccc2)CC1 (stereo not drawn)	-0.4	2.3	-3	-7	1.1	5	7	.	.	95
CC(=NCC1CCCO1)c1c(O)n(-c2ccccc2)c(=O)[nH]c1=O (stereo not drawn)	-0.3	0.7	-1	9	1.1	5	-9	15	92	96
CN(C)c1ccc(C=C(C#N)C#N)cc1	-0.3	1.8	-5	12	1.1	11	-12	3	98	91
CS(=O)(=O)NCc1nnc2n1-c1ccc(Cl)cc1C(c1ccccc1)=NC2	-0.4	-0.1	1	0	1.1	-3	0	8	95	103
Cc1ccsc1C(=O)C1CCCN(Cc2cnn(C(C)C)c2)C1 (stereo not drawn)	0.0	1.2	-2	-11	1.3	7	11	-4	106	92
O=C(Nc1ccc(Cl)cc1C(=O)c1ccccc1Cl)c1ccco1	-0.4	4.1	-1	-7	1.4	-1	7	9	101	101
COC(=O)CNC(=O)c1cn(CCC#N)nc1-c1ccc(F)cc1	-0.3	-0.6	-5	-12	1.1	-8	12	-3	106	106
Cc1c(C=O)c2ccccc2n1Cc1cccc(F)c1	-0.3	1.2	-5	0	1.1	8	0	-1	105	93
CCCC(=O)OCC[N+](C)(C)C	-0.3	0.6	-4	-19	1.1	-2	20	-1	103	102
COc1ccc(N2C(=O)NC(=O)C(CCc3ccncc3)(CCc3ccncc3)C2=O)cc1	-0.3	0.4	0	-18	0.9	-2	18	-5	107	99
CCOC(=O)C(O)(c1ccc(N(CC)S(=O)(=O)c2ccc(C)cc2)cc1)C(F)(F)F (stereo not drawn)	-0.4	5.7	-7	-9	1.6	5	9	-6	111	95
CC1=CC(=C2C(=O)NC(=O)NC2=O)C=C(C(F)(F)F)N1C(C)C	-0.1	0.5	-7	3	0.92	-5	-3	-8	110	105
Cc1c(NC(NC(=O)CF)C(Cl)(Cl)Cl)c(=O)n(-c2ccccc2)n1C (stereo not drawn)	0.1	1.0	-5	15	1.2	0	-15	2	101	100
Cc1ccc(N=Nc2c(O)[nH]c(=O)[nH]c2=O)c([N+](=O)[O-])c1	-0.3	-0.5	-6	-9	1.2	-3	9	10	98	102
Cc1ccccc1C(=O)NC(Oc1ccccc1)C(Cl)(Cl)Cl (stereo not drawn)	-0.6	5.5	-6	-42	1.3	-4	42	0	103	103
c1ccc2sc(N3CCNCC3)nc2c1	0.5	0.2	-8	-3	0.94	-2	3	5	99	101
CC(C)(C)NS(=O)(=O)c1ccc(OCC(=O)N2CCN(Cc3ccccc3)CC2)cc1	-0.4	1.7	-5	-14	0.9	21	14	13	91	81
CC(=O)OC1C2CCC1C(N1CCCCC1)CC2 (stereo not drawn)	0.2	1.6	-5	-7	1.2	-2	7	-1	103	101
O=C(Nc1ccccc1)N1CCC2(CC1)OCCO2	0.1	0.5	-4	17	1.3	-5	-17	5	104	105

Bioassay records deposited in PubChem BioAssay by several laboratories.
